EPAC1 ag: EPAC1 (human) agonism | 360,000 compounds, 0.073% hits | EPAC1 agonist qHTS, biochemical assay; response scale: 100% = response to 6.5 mM cAMP | Potency, µM (doses to about 154 µM), for inactives: at the top dose activation, actives largely listed as activators; also: potency is read from the fitted curve at half-maximal effect; nearly all actives have a fitted effect of over 60% in size
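EPAC1 100 nM, Rap1B–BODIPY-GDP 250 nM, unlabeled GDP 50 uM; compound titration; 5 min RT; kinetic read ex480/em540 at 5-min intervals ×30 min; data normalized to 6.5 mM cAMP agonist control.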
FUS yeast rescue: FUS proteinopathy suppression in yeast; S. cerevisiae FUS-expressing, growth rescue, OD600, 24 h; 390,000 compounds, 0.24% hits; Potency, µM (highest dose often 76.6 µM), without a hit: at the highest dose growth rescue (activation), usual class: activators; AID 1347120;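 also: potency is read from the fitted curve at half-maximal effect; plate controls were DMSO vehicle for no effect and reference control for full effect; nearly all actives have a fitted effect of over 55% in size; some results filed as inactive show a strong effect at the top dose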
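FUS-expressing yeast, raffinose-pregrown, induced in 2% galactose minimal medium at OD 0.005; compounds in a dilution series, 24hr at 30C. Growth restoration read as absorbance at 600 nm. CP55940 positive control, DMSO negative.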
PLK1 PBD inh: PLK1 (human) polo-box domain binding inhibition; Plk1 PBD binding of FITC phosphopeptide, fluorescence polarization; Potency, µM, for the others: max response, negative = inhibition, most hits filed as inhibitors; 360,000 compounds, 2.8% hits; AID 720504; also: potency is read from the fitted curve at half-maximal effect; series mostly up to about 57 µM; % is scaled to controls: 0 for no effect and ±100 for the full control effect; nearly all actives have a fitted effect of over 65% in size
Target sequence (P53350 whole entry, looked up, the tested form may be a part): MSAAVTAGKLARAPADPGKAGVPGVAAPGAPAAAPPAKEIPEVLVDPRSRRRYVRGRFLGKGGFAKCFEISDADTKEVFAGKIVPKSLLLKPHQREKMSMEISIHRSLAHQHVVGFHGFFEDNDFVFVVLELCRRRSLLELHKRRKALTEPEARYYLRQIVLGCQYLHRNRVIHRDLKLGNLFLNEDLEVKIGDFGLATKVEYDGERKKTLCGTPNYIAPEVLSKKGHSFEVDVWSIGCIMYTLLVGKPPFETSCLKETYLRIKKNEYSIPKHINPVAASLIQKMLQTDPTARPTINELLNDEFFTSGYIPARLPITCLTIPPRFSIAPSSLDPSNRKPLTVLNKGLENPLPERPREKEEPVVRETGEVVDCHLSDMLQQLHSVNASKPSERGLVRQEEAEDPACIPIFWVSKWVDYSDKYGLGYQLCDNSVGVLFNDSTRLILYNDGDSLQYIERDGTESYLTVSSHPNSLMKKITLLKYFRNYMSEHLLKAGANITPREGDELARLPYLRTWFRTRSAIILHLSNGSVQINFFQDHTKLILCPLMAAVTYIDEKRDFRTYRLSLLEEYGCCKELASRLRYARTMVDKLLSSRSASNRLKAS
aSyn yeast inh: rescues yeast growth from alpha-synuclein toxicity | Yeast expressing alpha-synuclein, growth rescue, BacTiter-Glo, 24 h | Potency, µM (highest dose often 46.1 µM), inactives show top-dose growth rescue (activation), hits mostly activators | 370,000 compounds, 0.14% hits | AID 652106; also: potency is read from the fitted curve at half-maximal effect; % of control where 0% means no effect; nearly all actives have a fitted effect of over 65% in size
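Rescue of yeast growth: cells expressing toxic alpha-synuclein, induced in galactose at OD600 0.02, incubated with compound 24 h at 30 C. ATP luminescence quantified growth; inhibitors of toxicity appear as activators.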
EPAC1 antagonist: blocks human EPAC1 exchange factor. EPAC1 GEF assay, Rap1b-BODIPY-GDP exchange fluorescence. 360,000 compounds, 0.14% hits. Potency, µM (top dose mostly 115 µM), inactives show top-dose activity change, negative = inhibition, most hits filed as inhibitors. AID 720709;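 also: potency is read from the fitted curve at half-maximal effect; plate controls were vehicle for no effect and positive control for full effect; nearly all actives have a fitted effect of over 50% in size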
IL2 activator: IL-2 activation. IL-2 activation reporter assay, cell-based qHTS; stimulated with anti-CD3/CD4/CD28 beads; in transgenic mouse T cells. activation, % (series mostly up to about 46 µM). 360,000 compounds, 0.065% hits. AID 652025; in the data active = activation above about 50%; inconclusive = mostly about 30% to 49%; also: 0% is about no effect
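Using fluorescent plate cytometry, EGFP and DsRed are detected in transgenic mouse T cells stimulated 18 h at 37 degrees C with antibody-coated beads after 60 min compound pretreatment.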
PI5P4K alpha inh: blocks human PI5P4K alpha kinase activity; max response, %; P48426; AID 652105; 330,000 compounds, 1.2% hits; PI5P4Kalpha enzyme, ADP-Glo luminescence, 60 min; active compounds read low; active = max response of -50% or lower; inconclusive = between -30% and -50%; inactive = -30% or higher; also: value at the top dose of about 77 µM; % is scaled to controls: 0 for no effect and ±100 for the full control effect
Target sequence (P48426 whole entry, looked up): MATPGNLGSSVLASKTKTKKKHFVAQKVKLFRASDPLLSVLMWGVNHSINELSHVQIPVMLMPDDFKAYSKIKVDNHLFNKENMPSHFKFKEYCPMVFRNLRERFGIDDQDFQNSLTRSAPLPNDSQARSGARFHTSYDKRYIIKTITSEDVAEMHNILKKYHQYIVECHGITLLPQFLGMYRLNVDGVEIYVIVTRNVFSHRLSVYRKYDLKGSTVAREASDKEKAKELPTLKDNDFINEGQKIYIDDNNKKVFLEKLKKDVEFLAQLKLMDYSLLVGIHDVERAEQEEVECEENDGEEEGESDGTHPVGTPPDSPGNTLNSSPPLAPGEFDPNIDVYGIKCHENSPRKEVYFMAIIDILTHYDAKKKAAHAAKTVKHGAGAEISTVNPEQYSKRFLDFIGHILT
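Single end-point luminescence (ADP-Glo) quantified ADP from PI5P4Kalpha turnover; ATP 5 microM final, 1 h at RT, 0.1% CHAPS and 0.28 mM EGTA in HEPES pH 7.4.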
WRN helicase inh: WRN helicase (human) inhibition; Q14191; Potency, µM (highest dose often 114 µM), without a hit: at the highest dose activity change, negative = inhibition, most hits filed as inhibitors; WRN helicase unwinding, fluorescent forked duplex, kinetic; 360,000 compounds, 0.46% hits; AID 651768; also: potency is read from the fitted curve at half-maximal effect; % is scaled to controls: 0 for no effect and ±100 for the full control effect; nearly all actives have a fitted effect of over 55% in size
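Enzyme (20 nM final) and test compound sit together 15 min at room temperature before substrate addition. Substrate is a single-forked duplex oligonucleotide (100 nM) labelled with fluorophore and quencher, with 2 mM ATP; helicase unwinding raises red fluorescence, read kinetically.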
Abeta yeast res: restores growth of yeast expressing A-beta42 peptide; yeast expressing A-beta42, growth rescue, OD600, 48 h; response scale: 0% DMSO, 100% iron-clioquinol control; Potency, µM (doses to about 46.1 µM), for the others: at the highest dose growth rescue, usual class: activators; 410,000 compounds, 0.063% hits; also: potency is read from the fitted curve at half-maximal effect; nearly all actives have a fitted effect of over 55% in size
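Yeast A-beta toxicity model in growth medium with pinned compounds, 48 h at 30 C; growth read as absorbance at 600 nm. Normalized to FeCl3/clioquinol equimolar mix (positive) and DMSO (negative).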
* marks the source's active call; other numbers are inactive results; u = inconclusive; x = no result given; [ ] = remark or other dose. Unless noted, calls follow the shape of the dose curve; as a rule, active = well fitted curve in the direction sought with a large enough effect; inconclusive = small, poorly fitted or top-dose-only effect, or another doubt; inactive = no such curve, though single readings can be large; an effect the other way counts as inactive or inconclusive. Rows were taken by chance. Share with any hit: about 4.1%.

SMILES	EPAC1 ag	FUS yeast rescue	PLK1 PBD inh	aSyn yeast inh	EPAC1 antagonist	IL2 activator	PI5P4K alpha inh	WRN helicase inh	Abeta yeast res
O=C(Nc1nnc(-c2cccnc2)s1)c1cccs1	-8%	-24%	1%	u	6%	-0.1	-21	1%	-8%
Cc1ccc(NS(=O)(=O)c2ccc3[nH]c(=O)c(=O)[nH]c3c2)cc1Cl	-1%	17%	-13%	1%	-28%	1.2	-1	-13%	-2%
O=S1(=O)N=C(Nc2nncs2)c2ccccc21	10%	16%	24µM*	-1%	-1%	1.7	x	-10%	5%
COc1ccc(S(=O)(=O)N2CCOCC2)cc1NC(=O)c1ccc(S(=O)(=O)N2CCCCC2)cc1	14%	u	-4%	-6%	3%	5.9	0	-2%	1%
Cc1cccc(C)c1NC(=S)N(Cc1cccnc1)Cc1ccccc1Cl	9%	-9%	-6%	2%	-1%	-2.7	3	-3%	18%
CCCNC(=O)Cn1c(=O)oc2cc(S(=O)(=O)N3CC(C)CC(C)C3)ccc21 (stereo not drawn)	-2%	3%	-17%	-5%	-29%	-0.6	7	-4%	x
O=C(Nc1ccc2c(c1)OCO2)C1CCN(S(=O)(=O)c2cccs2)CC1	7%	u	-3%	-7%	-19%	1.5	x	-6%	-3%
Cc1ccsc1/C=N/Nc1ccc(C(=O)O)cc1	3%	-22%	-6%	-2%	1%	-0.2	-4	3%	0%
CCC(=O)Nc1cc(C(=O)O)ccc1Sc1ccc(Cl)cc1	-6%	19%	-14%	13%	-5%	-1.5	-15	1%	-5%
COc1ccc(OC)c(CNS(=O)(=O)c2cc(CN3C(=O)c4cccnc4C3=O)ccc2OC)c1	-20%	11%	-13%	-7%	-10%	-3.0	-12	1%	0%
CC(C)c1ccc(NC(=O)COC(=O)CCC(=O)c2cccs2)cc1	13%	5%	-5%	1%	4%	-0.8	3	-5%	-1%
C#CCOCCOCCOCCNc1nc(N2CCN(C(=O)CCCCCCCCCCNC(=O)[C@H](CCCCN)n3cc(C)nn3)CC2)nc(N2CCN(C(=O)CCCCCCCCCCNC(=O)[C@@H]([C@H](C)O)n3cc(C)nn3)CC2)n1	-3%	11µM*	-7%	0%	-10%	0.3	u	-9%	5%
O=C(NCc1ccco1)C(c1ccccc1)N(Cc1cccnc1)C(=O)Cn1nnc2ccccc21 (stereo not drawn)	1%	1%	-5%	-3%	-11%	1.3	2	-7%	-19%
COC(=O)c1cccc(NC(=O)Nc2ccc(Cl)c(Cl)c2)c1	18%	30%	1%	-10%	-5%	-4.6	x	-21%	0%
Cc1cc2oc(=O)cc(CN3CCOCC3)c2cc1Cl	8%	3%	14%	1%	u	-0.5	-3	-2%	3%

Arranged by length of the SMILES (lowest first): part of the list above.
SMILES	EPAC1 ag	FUS yeast rescue	PLK1 PBD inh	aSyn yeast inh	EPAC1 antagonist	IL2 activator	PI5P4K alpha inh	WRN helicase inh	Abeta yeast res
Cc1cc2oc(=O)cc(CN3CCOCC3)c2cc1Cl	8%	3%	14%	1%	u	-0.5	-3	-2%	3%
O=C(Nc1ccc2c(c1)OCO2)C1CCN(S(=O)(=O)c2cccs2)CC1	7%	u	-3%	-7%	-19%	1.5	x	-6%	-3%
COc1ccc(OC)c(CNS(=O)(=O)c2cc(CN3C(=O)c4cccnc4C3=O)ccc2OC)c1	-20%	11%	-13%	-7%	-10%	-3.0	-12	1%	0%

Remaining list, next part.
SMILES	EPAC1 ag	FUS yeast rescue	PLK1 PBD inh	aSyn yeast inh	EPAC1 antagonist	IL2 activator	PI5P4K alpha inh	WRN helicase inh	Abeta yeast res
Cc1cc(C)c2c(=O)[nH]c(SCC(=O)NCc3ccccc3)nc2n1	-3%	6%	-5%	1%	4%	-1.3	x	-5%	-8%
CCCN(CC(=O)Nc1ccccc1C)C(=O)C1CC(=O)N(c2ccc(C)cc2)C1 (stereo not drawn)	-5%	6%	3%	-2%	10%	2.9	-1	4%	5%
Cc1nc2sc(-c3ccccc3)cc2c(=O)n1N	-5%	9%	-26%	-20%	-9%	-0.8	u	-11%	-31%[inhibitor]
CCOCCCNC(=O)c1cccs1	-3%	11%	-7%	1%	2%	0.2	-4	2%	-4%
O=C(NCc1ccc2c(c1)OCO2)C1CCN(S(=O)(=O)c2ccc(F)cc2)CC1	-15%	-19%	2%	-1%	-7%	-0.4	-10	6%	-9%
Cc1onc(-c2c(F)cccc2Cl)c1C(=O)OCC(=O)N(C)c1ccccc1	-2%	43%	4%	10%	-9%	-1.0	-1	0%	-9%
COC(=O)c1ccc(OC(=O)CN2C(=O)c3ccccc3C2=O)cc1	5%	-16%	-13%	10%	2%	0.0	4	-15%	0%
CC1(C)CCCC2=C1CC1C(=O)N(c3ccccc3)C(=O)C1C2 (stereo not drawn)	-6%	13%	-7%	22%	-3%	0.7	12	3%	20%
COc1ccc([N+](=O)[O-])cc1C1NN=C(c2ccccc2O)S1 (stereo not drawn)	2%	6%	-14%	2%	7%	-1.8	-17	-15%	10%
O=C(Nc1ccc(F)cc1)C(c1cccc(F)c1)N1CCN(c2cccc(C(F)(F)F)n2)CC1 (stereo not drawn)	-3%	36%	-17%	13%	-11%	0.9	3	-9%	u
Cc1cccc(C(=O)NCCc2ccc(S(N)(=O)=O)cc2)c1[N+](=O)[O-]	11%	11%	-8%	-1%	3%	0.3	-7	-16%	11%
COc1cccc(C(=O)OCCN2C(=O)c3ccccc3C2=O)c1OC	10%	16%	-9%	-1%	-14%	2.1	x	11%	-12%
COc1ccc(NC(=O)CN(C)C(=O)C2CC(=O)N(Cc3ccc(C)cc3)C2)cc1 (stereo not drawn)	8%	13%	-9%	0%	16%	-1.9	4	16%	-7%
O=C(NCCCN1CCOCC1)c1ccc(Sc2ccc(F)cc2)c([N+](=O)[O-])c1	1%	x	-6%	6%	-10%	-0.4	6	6%	7%
Cn1ncc2c(=O)[nH]cnc21	-2%	-28%	4%	-3%	19%	0.1	2	15%	-4%
COc1ccccc1NC(=S)N(Cc1cccs1)C1CCCC1	8%	7%	1%	5%	-15%	-3.5	2	-13%	14%
S=C(NC1CCCCC1)N1CCOCC1	-3%	-10%	-1%	2%	-11%	-2.3	1	-1%	-19%
COc1ccc(C)cc1NC(=O)CN(C)C1CCCCC1	-11%	5%	1%	5%	-18%	3.2	2	-1%	4%
COc1ccccc1/C=C/C(=O)NCC(=O)N/N=C(\CCC(=O)O)c1ccccc1	-9%	31%	-14%	-6%	-16%	-2.0	-30	-11%	u
CN(C)c1ccc(C(=O)OCc2ccc(Br)cc2)cc1	9%	6%	-5%	7%	8%	-0.8	-4	-21%[57.1 µM]	1%
O=C(NC1CC2CCC1C2)C1CCN(S(=O)(=O)c2ccc(-c3nn[nH]n3)cc2)CC1 (stereo not drawn)	-12%	-2%	-6%	7%	6%	0.6	2	4%	20%
CCOc1ccc(N(C)S(=O)(=O)c2ccc3[nH]cc(C(=O)NCC4CCCO4)c(=O)c3c2)cc1 (stereo not drawn)	9%	7%	-4%	6%	1%	-0.3	-12	-4%	-1%
CCOc1ccc(N(CC(=O)N2CCN(c3ccc(F)cc3)CC2)S(=O)(=O)c2c(C)noc2C)cc1	-8%	u	4%	9%	-17%	-4.1	0	-11%	u
CCNC(=O)CN(c1ccc(Oc2ccccc2)cc1)S(=O)(=O)c1ccccc1	13%	x	1%	-1%	5%	-2.0	8	-30%	-12%
O=C(Nc1cnc2ccccc2c1)c1cccnc1	-8%	-13%	0%	2%	26%	-1.3	-3	-2%	-1%
CCCc1[nH]nc2c1C(c1ccc(OC)c(Cn3nc(C)c(Br)c3C)c1)C(C#N)=C(N)O2 (stereo not drawn)	-3%	0%	-9%	3%	-21%	-0.9	0	1%	-3%
Cc1csc(C(=O)O)c1-n1cccc1	0%	17%	-7%	-1%	12%	-3.4	-4	-12%[57.1 µM]	2%
CCn1c(CSc2nc3ccccc3s2)nnc1SCC(=O)c1ccc(Cl)cc1	11%	37%	3µM*	-2%	-11%	-2.0	-51*	79µM*	2%
COCCCN1C(=O)C(CC(=O)NCC2CCCCC2)CC(C(=O)N(C)C)=C1C (stereo not drawn)	9%	13%	1%	0%	3%	1.4	1	2%	-8%
Cc1nc(C)n(CC(=O)N2CCCC(C(=O)c3ccc(Cl)cc3C)C2)n1 (stereo not drawn)	3%	1%	-18%	-3%	u	1.5	1	-4%	-13%
C=CCn1c(=O)/c(=C\c2ccsc2)s/c1=C(/C#N)C(=O)NCCN1CCOCC1	-1%	4%	33%[activator]	-8%	-5%	0.3	-6	9%	0%
COc1ccc(C(=O)OCC(=O)NC2CCCC2)c(OC)c1	2%	-32%	-9%	2%	-26%	1.0	0	-5%	3%
CCOC(=O)C1(Cc2ccccc2C)CCCN(C(=O)CCc2c(C)noc2C)C1 (stereo not drawn)	-17%	5%	-7%	-2%	u	-3.0	2	-5%	-8%

Four of the entries above in order of the WRN helicase inh value, descending.
Structure | WRN helicase inh
CCCc1[nH]nc2c1C(c1ccc(OC)c(Cn3nc(C)c(Br)c3C)c1)C(C#N)=C(N)O2 (stereo not drawn) | 1%
COc1ccc(C)cc1NC(=O)CN(C)C1CCCCC1 | -1%
CCOC(=O)C1(Cc2ccccc2C)CCCN(C(=O)CCc2c(C)noc2C)C1 (stereo not drawn) | -5%
COc1ccccc1NC(=S)N(Cc1cccs1)C1CCCC1 | -13%

Screening results from PubChem BioAssay.
